p53 reactivator: restores transcriptional activity of mutant p53. 320,000 tested, 0.063% active. H1299 p53-A138V BP100-luciferase reporter, luminescence, 24 h. Potency, µM (doses to about 92.2 µM), for inactives: at the top dose activity change, positive = activation, actives largely listed as activators; further: % of control where 0% means no effect; nearly all actives have a fitted effect of over 45% in size
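H1299 (p53-null), stable ts p53-A138V + BP100-Luc; 1000 cells/well, Opti-MEM/10% FBS; cpd 4 pt, 1:5; 24 h, 37 deg C, 5% CO2; detection reagent 10 min RT; luminescence.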
NPC1 prom act: NPC1 promoter activation. AID 485313. Huh7 NPC1 promoter luciferase reporter, 24 h. Potency, µM (highest dose often 9.22 µM), for the others: at the highest dose activation, hits mostly activators. 320,000 tested, 2.4% active;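 further: % of control where 0% means no effect; nearly all actives have a fitted effect of over 60% in size; reporter is driven by a mutant NPC1 promoter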
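Huh7 cells stably carrying NPC1 promoter–luciferase, plated in Opti-MEM with 10% FBS for 2 h, were exposed to compound in DMSO for 24 h at 37 °C; luciferase reagent was added for 10 min and luminescence read.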
ELG1 genotox: inducers of genotoxicity in HEK293T ELG1-luciferase cells; Potency, µM (doses to about 46 µM), for inactives: at the highest dose activity change, positive = activation, hits mostly activators; 330,000 tested, 1.3% active; HEK293T ELG1-luciferase reporter, luminescence, 16 h; AID 504466; further: % of control where 0% means no effect; nearly all actives have a fitted effect of over 60% in size
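HEK293T cells expressing luciferase-tagged ELG1 were treated with compound or DMSO for 16 hr at 37°C. Luciferase activity was then read after 30 min with ONE-Glo at room temperature; rising signal flags genetic stress.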
uPA surface inh: blocks generation of uPA at the cell surface; cell surface uPA generation assay, qHTS; Potency, µM (highest dose often 38.3 µM), for inactives: at the top dose activity change, negative = inhibition, usual class: inhibitors; 330,000 tested, 0.31% active; active means well fitted inhibition curve with a large enough effect; inconclusive means small, poorly fitted or top-dose-only effect; inactive means no such curve, though single readings can be large or run the other way; tested in mouse RAW 264.7 cells; further: on the % scale 0 is the no-effect control and ±100 the full control effect; nearly all actives have a fitted effect of over 55% in size
MLL CXXC-DNA inh: blocks binding of human MLL CXXC domain to DNA; Q03164; MLL-CXXC / FITC-HOXA9 DNA fluorescence polarization; Potency, µM (top dose mostly 115 µM), inactives show top-dose activity change, negative = inhibition, actives largely listed as inhibitors; 290,000 tested, 0.037% active; active means well fitted inhibition curve with a large enough effect in the polarisation, with a control signal flat, not every such curve was filed as active; inconclusive means small, poorly fitted or top-dose-only effect, or effect the other way, or a change in a side signal; inactive means no such curve, though single readings can be large or run the other way; the % refers to the polarisation
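Steps: dispense CXXC domain solution (7 uM) → pin compounds or unlabeled HOX-A9 DNA control → 5 min ambient → add FLSN-HOX-A9 solution (50 nM) → spin → 30 min ambient → fluorescence polarization. Tris pH 7.5/NaCl/DTT/BSA buffer.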
FLuc counter: counter-screen for miR-21 project: firefly luciferase inhibitors or activators. Potency, µM (series often up to 57.5 µM), inactives show top-dose activity change, negative = inhibition, actives largely listed as inhibitors. purified FLuc, Km substrates, luminescence inhibition. AID 588342. P08659. 360,000 tested, 6.9% active;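 further: plate controls were vehicle for no effect and reference inhibitor for full effect; nearly all actives have a fitted effect of over 55% in size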
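Biochemical qHTS of compounds, final roughly 60 µM downward over six points, against 10 nM purified firefly luciferase using Km concentrations of substrates (10 uM D-luciferin, 10 uM ATP) in Tris acetate pH 7.5 buffer; luminescence output.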
MBNL1 CUG block: blocks human MBNL1 binding to CUG repeat RNA; TR-FRET MBNL1-His/biotin-(CUG)12 binding, 665/545 ratio; Potency, µM (highest dose often 57.5 µM), for inactives: top-dose activity change, negative = inhibition, most hits filed as inhibitors; 280,000 tested, 0.036% active; active means well fitted inhibition curve with a large enough effect in the signal ratio, with a control signal flat, not every such curve was filed as active; inconclusive means small, poorly fitted or top-dose-only effect, or effect the other way, or a change in a side signal; inactive means no such curve, though single readings can be large or run the other way; the % refers to the signal ratio; further: on the % scale 0 is the no-effect control and ±100 the full control effect
Target sequence (Q9NR56 whole entry, looked up): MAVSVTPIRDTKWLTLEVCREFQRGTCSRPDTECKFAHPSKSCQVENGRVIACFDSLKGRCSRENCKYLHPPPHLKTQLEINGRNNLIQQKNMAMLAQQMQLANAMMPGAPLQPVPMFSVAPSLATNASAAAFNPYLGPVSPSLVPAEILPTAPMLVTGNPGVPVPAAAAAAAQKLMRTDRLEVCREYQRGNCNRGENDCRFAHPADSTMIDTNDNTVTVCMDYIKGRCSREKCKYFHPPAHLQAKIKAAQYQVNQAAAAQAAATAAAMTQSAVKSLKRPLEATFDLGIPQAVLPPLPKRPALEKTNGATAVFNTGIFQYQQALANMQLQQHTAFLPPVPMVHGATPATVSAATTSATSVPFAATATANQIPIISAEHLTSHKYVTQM
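Inhibition of protein-RNA binding appears as loss of TR-FRET between terbium anti-His antibody on MBNL1-His and streptavidin-XL665 on biotin-(CUG)12. Activity is normalized to buffer-only and uninhibited-complex controls.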
BRCA1 expr up: BRCA1 expression activation; 380,000 tested, 1.1% active; MCF7-BRCA1-FFLuc reporter, luminescence, 48 h; response scale: scaled: vehicle 0%, 10 µM genistein 100%; AID 624202; Potency, µM (titrated, usually from 46.1 µM), inactives show at the highest dose activation, most hits filed as activators; further: nearly all actives have a fitted effect of over 80% in size; some results filed as inactive show a strong effect at the top dose
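MCF7 cells carrying a BRCA1-firefly luciferase reporter (2000 cells/well, phenol-red free MEM) were attached for 2 h at 37 °C, then given compounds for 48 h. Luminescence was read 15 min after luciferase reagent; activity normalized to genistein (10 microM) and DMSO.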
Rab9 promoter act: activates the Rab9 promoter | Huh7 Rab9 promoter-luciferase reporter, luminescence, 24 h | Potency, µM (titrated, usually from 9.22 µM), without a hit: top-dose activation, negative = inhibition, actives largely listed as activators | 320,000 tested, 2.8% active; further: % of control where 0% means no effect; nearly all actives have a fitted effect of over 60% in size
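Rab9 promoter-driven luciferase in stably transfected Huh7 cells; 1500 cells/well rested 2 h, exposed to compound in DMSO for 24 h at 37 °C, 5% CO2. Luminescence read 10 min after adding luciferase reagent at ambient temperature.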
Gal4-VP16 FLuc: inhibits Gal4-VP16 luciferase reporter, ROR gamma counter-screen. 310,000 tested, 3.5% active. Potency, µM (series often up to 53.6 µM), for inactives: top-dose activity, negative = inhibition, hits mostly inhibitors. Drosophila S2 Gal4-VP16 UAS-luciferase, luminescence, 20 h;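 further: Gal4-VP16 expression switched on by copper sulfate through the metallothionein promoter; on the % scale 0 is the no-effect control and ±100 the full control effect; nearly all actives have a fitted effect of over 50% in size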
RORg inh: inhibitors of mouse ROR gamma transcriptional activity; 310,000 tested, 5.4% active; Potency, µM (titrated, usually from 53.6 µM), for the others: at the highest dose activity change, negative = inhibition, hits mostly inhibitors; Drosophila S2 Gal4-RORgamma UAS-luciferase reporter, 20 h; further: on the % scale 0 is the no-effect control and ±100 the full control effect; nearly all actives have a fitted effect of over 60% in size
Target sequence (P51450 whole entry, looked up, the tested form may be a part): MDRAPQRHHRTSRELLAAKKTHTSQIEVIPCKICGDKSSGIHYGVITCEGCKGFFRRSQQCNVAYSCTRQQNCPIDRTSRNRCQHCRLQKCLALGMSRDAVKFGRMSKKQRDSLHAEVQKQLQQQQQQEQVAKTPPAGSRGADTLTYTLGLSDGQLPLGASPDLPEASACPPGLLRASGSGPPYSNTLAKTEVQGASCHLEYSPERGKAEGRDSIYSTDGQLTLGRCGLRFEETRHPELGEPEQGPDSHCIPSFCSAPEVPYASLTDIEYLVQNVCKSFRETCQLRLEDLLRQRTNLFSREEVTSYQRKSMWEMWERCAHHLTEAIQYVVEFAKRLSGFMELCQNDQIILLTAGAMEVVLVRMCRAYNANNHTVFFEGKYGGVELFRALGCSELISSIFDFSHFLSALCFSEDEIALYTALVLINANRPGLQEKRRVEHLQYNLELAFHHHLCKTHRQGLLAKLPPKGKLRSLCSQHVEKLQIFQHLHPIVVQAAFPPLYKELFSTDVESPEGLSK
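Schneider cells (Drosophila), stable Gal4 DBD–ROR gamma + UAS-luc; 1 hr cmpd preincubation; Cu2+ induction 700 uM final; 20 hr ambient; luminescence.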
Numbers without * were called inactive; ? = inconclusive; · = no result given; [ ] = another dose, or the depositor's remark. Unless noted, the call rests on the fitted dose curve; in most records, active means well fitted curve in the direction sought with a large enough effect; inconclusive means small, poorly fitted or top-dose-only effect, or another doubt; inactive means no such curve, though single readings can be large; an effect the other way counts as inactive or inconclusive. Potency means the concentration at half of the fitted maximal effect. Not all compounds are listed; the hit share may differ from the screen's.

Sample of the layout (3 entries):
molecule	p53 reactivator	NPC1 prom act	ELG1 genotox	uPA surface inh	MLL CXXC-DNA inh	FLuc counter	MBNL1 CUG block	BRCA1 expr up	Rab9 promoter act	Gal4-VP16 FLuc	RORg inh
Cc1cc(Br)ccc1-n1[nH]c(C)c(C=Nc2cccc3nsnc23)c1=O	3.1%	-6.9%	-0.6%	-11.5%	-2.5%	?	18.2%	-56.1%	-6.5%	4.9%	-43.9%
CC(C)CN(C(=O)CN1CCN(S(=O)(=O)c2ccc3ccccc3c2)CC1)c1c(N)n(CC(C)C)c(=O)[nH]c1=O	-10.2%	-4.9%	0.4%	-5.0%	19.1%	-0.9%	7.4%	-14.6%	-10.6%	1.9%	-15.7%
O=C(Nc1ccc(C(=O)c2ccc(C(=O)O)c(C(=O)O)c2)cc1)c1ccccc1	?	1.5%	-8.6%	11.6%	-14.7%	10.7µM*	11.8%	-4.0%	15.4%	-5.6%	-29.5%

The whole of this part, from the first entry:
molecule	p53 reactivator	NPC1 prom act	ELG1 genotox	uPA surface inh	MLL CXXC-DNA inh	FLuc counter	MBNL1 CUG block	BRCA1 expr up	Rab9 promoter act	Gal4-VP16 FLuc	RORg inh
Cc1cc(Br)ccc1-n1[nH]c(C)c(C=Nc2cccc3nsnc23)c1=O	3.1%	-6.9%	-0.6%	-11.5%	-2.5%	?	18.2%	-56.1%	-6.5%	4.9%	-43.9%
CC(C)CN(C(=O)CN1CCN(S(=O)(=O)c2ccc3ccccc3c2)CC1)c1c(N)n(CC(C)C)c(=O)[nH]c1=O	-10.2%	-4.9%	0.4%	-5.0%	19.1%	-0.9%	7.4%	-14.6%	-10.6%	1.9%	-15.7%
O=C(Nc1ccc(C(=O)c2ccc(C(=O)O)c(C(=O)O)c2)cc1)c1ccccc1	?	1.5%	-8.6%	11.6%	-14.7%	10.7µM*	11.8%	-4.0%	15.4%	-5.6%	-29.5%
CCOC(=O)c1cnn(CCOC(=O)c2ccccc2)c1NC(=O)c1ccccc1	-3.0%	1.3%	-2.4%	-9.9%	14.6%	0.0%	·	4.8%	-5.5%	9.9%	8.6%
COc1ccc(OC)c(CCNC(=O)C(=O)Nc2ccc3nc4n(c(=O)c3c2)CCCCC4)c1	-5.1%	-2.6%	-6.0%	-22.0%	-8.1%	-16.2%	1.0%	-26.0%	-0.3%	5.2%	-2.6%
CCS(=O)(=O)N1CCN(Cc2ccncc2)CC1	4.1%	-0.3%	1.9%	1.7%	2.3%	10.4%	9.8%	3.7%	3.0%	-0.8%	-4.4%
CCCNC(=O)CN(CCc1ccccc1)S(C)(=O)=O	-1.6%	-0.9%	-0.4%	·	2.3%	?	-1.1%	-3.9%	-3.5%	3.3%	5.4%
S=c1[nH]nc(-c2ccccn2)n1/N=C/c1ccco1	-4.9%	-4.5%	-1.8%	0.2%	-2.4%	-0.8%	5.5%	2.5%	0.4%	-0.5%	-24.2%
COc1ccc(OC)c(S(=O)(=O)N2CCC3(CC2)OCCN3S(=O)(=O)c2ccccc2)c1	-1.2%	-1.9%	-0.9%	-8.5%	·	4.5%	·	1.4%	-3.2%	·	·
CCS(=O)(=O)n1nc(C(=O)N2CCOCC2)nc1N	10.9%	0.5%	8.5%	4.1%	-2.1%	0.1%	8.6%	-16.1%	-1.5%	-0.9%	-10.9%
CCN(CC)S(=O)(=O)c1ccc(C)c(NC(=O)CNc2cccc(S(=O)(=O)N3CCOCC3)c2)c1	-0.7%	-2.0%	-3.4%	-0.5%	·	4.1%	·	-19.0%	0.2%	·	·
CC(=O)c1c(N=CN(C)C)nc(C)nc1-c1ccccc1	1.1%	-4.2%	5.1%	-4.5%	8.9%	-0.5%	-2.4%	-14.1%	-0.2%	0.7%	0.2%
COCCn1c(SCC(=O)Nc2ccc(NC(C)=O)cc2)nc2ccccc2c1=O	2.0%	-0.1%	-0.4%	-3.1%	-8.4%	-2.0%	-6.5%	-31.9%	3.6%	-7.8%	8.1%
Cc1cc(C)n(CC(O)Cn2c3ccc(Br)cc3c3cc(Br)ccc32)c(=O)n1 (stereo not given)	-4.4%	-2.0%	-20.1%	-3.9%	6.3%	-0.5%	2.0%	-50.2%	4.9%	?	-26.9%
O=C(NCCN1CCOC1=O)C1CCC(=O)N(CCc2ccc(Cl)cc2)C1 (stereo not given)	-2.0%	-0.4%	1.8%	9.9%	-2.9%	0.9%	-5.1%	-12.7%	-0.2%	-1.1%	3.9%
COC(=O)c1[nH]c2cccc(C)c2c1NC(=O)CN1CCN(c2ccccc2OC)CC1	-9.5%	-2.6%	-4.4%	4.0%	-4.8%	3.8%	3.3%	-40.4%	3.2%	0.7%	-4.9%
COc1ccc(Cl)cc1C(=O)Nc1ccc(CN2CCCCC2)cc1	-3.9%	-1.9%	-0.7%	-0.7%	0.4%	-3.7%	-1.5%	-14.0%	-4.6%	1.2%[10 µM]	8.6%
Cc1ccc(S(=O)(=O)N2CCC(C(=O)OCC(=O)N(C)Cc3ccccc3)CC2)cc1C	3.1%	0.5%	-2.8%	-1.6%	·	2.0%	·	3.9%	0.5%	·	·
O=C(OCCN1C(=O)c2ccccc2C1=O)c1cc(=O)[nH]c2ccccc12	0.6%	-0.3%	-0.2%	-3.1%	-7.2%	0.8%	?	-7.1%	2.6%	1.9%	6.0%
CC(=O)N=c1sc(S(N)(=O)=O)nn1C	7.1%	0.7%	1.9%	11.7%	19.8%	2.9%	11.0%	-24.7%	-4.0%	-3.0%	-5.9%
CCCC(CCC)C(=O)Nc1ccncc1	3.9%	-0.1%	-2.8%	4.2%	-0.2%	-0.4%	4.9%	-2.7%	-2.1%	?	-4.6%
COCCNC(=O)c1cccc(OC2CCN(Cc3ccc(F)cc3OC)CC2)c1	11.4%	1.2%	-6.4%	-17.7%	-2.1%	-0.9%	-6.4%	-7.3%	0.2%	1.6%	-1.2%
CCn1c(=O)c(C(=O)CN2CCN(Cc3ccc4c(c3)OCO4)CC2)c(N)n(Cc2ccccc2)c1=O	-7.0%	-5.1%	2.0%	1.2%	14.5%	-1.8%	-0.3%	2.3%	-1.1%	-1.8%	25.3%
CCOC(=O)c1cc(CC)sc1NC(=O)c1cc(OC)c(OC)c(OC)c1	0.2%	-3.1%	-0.3%	-0.2%	0.7%	-2.7%	101.5%[activator]	-34.5%	-2.6%	-1.7%	-27.2%
CC(C)CC(NC(=O)C(CC(C)C)NC(=O)C(Cc1ccc(OCc2ccccc2)cc1)NC(=O)OC(C)(C)C)C(N)=O (stereo not given)	1.3%	-2.8%	-1.1%	0.5%	5.9%	3.8%	6.2%	1.3%	-7.0%	2.0%	-3.5%
O=C(O)CCc1ccc(-c2ccc(Br)cc2)n1CC(=O)O	12.8%	-2.5%	-2.3%	11.8%	14.8%	-6.8%	-3.0%	2.0%	-5.2%	-7.8%	20.1%
Cc1nc(SCC(=O)NCc2ccc(F)cc2)c2c(=O)n(C)c(=O)n(C)c2n1	2.0%	0.6%	-11.3%	7.5%	-1.4%	-1.2%	-21.6%	0.1%	2.0%	-10.8%	4.5%
COc1ccccc1NC(=O)c1ccc(NC(=O)CSc2ncccn2)cc1	0.4%	-4.0%	5.3%	-2.3%	30.0%	5.4%	1.5%	-7.8%	-2.3%	-10.3%	14.3%
CC(/C=N/NC(=O)c1ccco1)=C\c1ccccc1	27.8%	0.562µM*	2.31µM*	-11.6%	0.0%	2.39µM*	?	?	0.355µM*	?	?
CN1CCN(c2nc(-c3cccs3)cc(C(F)(F)F)n2)CC1	-3.6%	4.1%	-0.4%	0.8%	11.1%	-0.6%	-0.6%	-0.1%	-5.1%	-11.7%	-16.4%
Cc1nc(SC(C(=O)c2ccccc2)c2ccccc2)nc2ccccc12 (stereo not given)	7.2%	-5.4%	2.0%	3.2%	4.2%	3.0%	-0.2%	-26.3%	2.1%	2.9%	-6.2%
Cc1oc(-c2ccc(Cl)cc2)nc1CS(=O)CC(=O)NC(C)c1ccccc1 (stereo not given)	-2.6%	1.5%	-0.2%	-0.2%	0.0%	0.1%	-3.4%	-0.2%	-0.2%	-1.9%	-1.4%

From PubChem
